Compound activity: PubChem, several laboratories
m-calpain inh = calpain II (pig) inhibition. 220,000 compounds, 0.37% hits. inhibition, % at 16 µM. AID 1236. purified calpain II, fluorogenic peptide substrate, 30 min;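 active means inhibition above about 50%, limit read from the data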
KCC2 mod = modulates chloride dependent transport by human KCC2; Q9H2X9; KCC2 cells, thallium flux FluoZin-2 fluorescence; B-score of Tl+ flux slope (higher = more flux/activation; lower = inhibition) at 10 µM; 190,000 compounds, 2.2% hits; AID 1456;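 active means thallium flux slope and its plate-corrected score both differing from the plate sample mean at a set confidence after two filtering rounds, in either direction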;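 further: slope of fluorescence scaled to starting intensity during 10 to 20 s after thallium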
EBV gp42 block = blocks Epstein-Barr virus glycoprotein 42 binding. Q1HVG2. Fluorescence polarization binding assay, mP read-out. inhibition, % (tested at 21.74 µM). 220,000 compounds, 0.42% hits. AID 1085; in the data active means inhibition above about 50%
Target sequence (Q1HVG2 whole entry, looked up): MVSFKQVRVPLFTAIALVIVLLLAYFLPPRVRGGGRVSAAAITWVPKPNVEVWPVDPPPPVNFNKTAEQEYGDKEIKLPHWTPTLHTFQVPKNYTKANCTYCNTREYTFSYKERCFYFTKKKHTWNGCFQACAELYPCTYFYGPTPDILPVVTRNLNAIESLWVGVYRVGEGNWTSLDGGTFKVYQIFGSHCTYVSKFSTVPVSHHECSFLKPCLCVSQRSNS
TbHK1 inh = blocks Trypanosoma brucei hexokinase 1 activity; recombinant TbHK1, G6PDH-coupled NADH A340; inhibition, % at 10 µM; 220,000 compounds, 0.11% hits;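 active means inhibition of 50% or more in the single-dose primary screen; inactive means inhibition below 50%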
Furin inhibitor = human furin inhibition. P09958. purified furin, fluorogenic substrate cleavage. inhibition, % at 30 µM. 220,000 compounds, 0.061% hits. AID 463115; in the data active means inhibition above about 25%; further: inactives centre near -15
Target sequence (P09958 108-714 limits assumed): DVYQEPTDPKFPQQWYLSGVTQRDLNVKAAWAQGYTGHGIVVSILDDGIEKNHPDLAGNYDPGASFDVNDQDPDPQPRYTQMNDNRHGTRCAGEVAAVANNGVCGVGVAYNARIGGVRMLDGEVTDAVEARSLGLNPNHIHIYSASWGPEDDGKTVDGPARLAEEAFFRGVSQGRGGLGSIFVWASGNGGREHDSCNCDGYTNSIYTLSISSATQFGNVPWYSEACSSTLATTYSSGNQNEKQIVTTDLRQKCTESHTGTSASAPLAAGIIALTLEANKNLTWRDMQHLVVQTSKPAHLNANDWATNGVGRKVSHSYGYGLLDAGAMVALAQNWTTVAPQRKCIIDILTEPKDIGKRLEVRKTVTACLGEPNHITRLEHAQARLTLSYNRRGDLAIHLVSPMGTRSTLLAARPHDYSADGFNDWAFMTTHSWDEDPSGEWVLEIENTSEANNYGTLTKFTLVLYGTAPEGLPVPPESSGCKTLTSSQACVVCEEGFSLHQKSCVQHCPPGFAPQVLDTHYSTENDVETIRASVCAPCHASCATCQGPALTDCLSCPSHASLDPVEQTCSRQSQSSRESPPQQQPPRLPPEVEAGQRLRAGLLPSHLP
PPC-1+TRAIL kill = compounds killing PPC-1 cancer cells with TRAIL present (potentiator screen, no TRAIL-free arm) | cell killing (% activity), % at 4 µM | 220,000 compounds, 0.41% hits | AID 1443 | PPC-1 cells + TRAIL, ATPLite viability luminescence;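 active means cell killing above 50% in the first pass at 4 µM, then a duplicate retest at 5 µM averaging 50% or more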;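 further: plate controls were cells with TRAIL plus DMSO for no effect and medium-only wells lacking cells for full effect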
TRPN1 ag = agonists of zebrafish TRPN1 channel; HEK293 zebrafish TRPN1-YFP, Fluo-8 calcium fluorescence; 100% = response to 87 µM carbachol; 220,000 compounds, 0.18% hits; activation, % at 3 µM;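 active means activation above its plate's cutoff, the mean activation of test wells on that plate plus 3 SD, cut at about 19% in these data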;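 further: 0% = DMSO alone and 100% = 87 µM carbachol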
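Assay system: Zebrafish TRPN1-YFP in HEK293 cells | Incubation: Dye loading 1 h at 37 °C, then 30 min room temperature | Measured by: Kinetic Fluo-8 fluorescence, ex 470-495, em 515-575 nm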
TRPML3 agonist = activates the human TRPML3 channel | Q8TDD5 | HEK293 TRPML3-YFP, Fluo-8 calcium fluorescence; 100% = the carbachol control signal | activation, % at 3 µM | 220,000 compounds, 0.29% hits | AID 1448;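 active means activation above its plate's cutoff, the mean activation of the plate's test wells plus 3 SD, cut at about 12% in these data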;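 further: 0% = DMSO only wells and 100% = carbachol wells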
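Test system: HEK293 cells stably carrying human TRPML3-YFP; Doses: single dose, 3 µM final nominal compound, 0.3% DMSO final; Schedule: dye loading 1 h 37 °C then 30 min ambient, 125 s read; Technique: Fluo-8 calcium fluorescence; Benchmarks: high control carbachol 87 µM, low control DMSO.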
thrombin 1536 = blocks human thrombin protease activity; P00734; alpha-thrombin, Boc-VPR-AMC fluorogenic substrate cleavage; inhibition, % at 5 µM; 220,000 compounds, 0.26% hits; AID 1046;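 active means inhibition at or above 40%; inactive means inhibition below 40%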;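 further: 0% = enzyme with no compound and 100% = wells without enzyme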
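System: Human alpha-thrombin protein | Medium: pH 7.5 Tris (50 mM) with NaCl 150 mM, Tween 20 0.05% | Times: Enzyme reaction carried out at room temperature | Detection: AMC fluorescence, 355/460 nm | Evaluation: Percent inhibition scaled between no-compound controls and no-enzyme blanks | Benchmarks: Enzyme without compound as high, wells lacking enzyme as low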
* hit, by the source's call; · = no result given; [ ] = dose if it differs, or a comment. Compounds as they come; overall some 3.6% were active at least once.

1	CCOC(=O)C1(CC2CC2)CCN(Cc2cn[nH]c2-c2cccc(F)c2)CC1
2	CCN1CCN(CC(=O)c2cc(Cl)ccc2Cl)CC1
3	CCN(CC(=O)Nc1ccc2c(c1)OCCO2)Cc1cc(=O)oc2c(C)c(C)ccc12
4	CC1(C)c2ccccc2N(CC(N)=O)C12C=Cc1ccccc1O2 (centres undefined)
5	Cc1cc(C)n2nc(C(=O)Nc3ccc(S(=O)(=O)N4CCCCC4)cc3)nc2n1
6	CCS(=O)(=O)NCc1cn2c(C)csc2n1

assay / compound	1	2	3	4	5	6
m-calpain inh	25	11	18	-14	4	-34
KCC2 mod	·	0.081	-0.43	-0.15	0.053	0.28
EBV gp42 block	7	-5	0	-2	9	1
TbHK1 inh	9	-3	-4	-8	-5	-1
Furin inhibitor	-25	-18	-4	5	-23[20 µM]	-9
PPC-1+TRAIL kill	6	20	12	20	26	9
TRPN1 ag	-0.8	1.7	-1.3	-1.9	1.1	0.8
TRPML3 agonist	0.4	0.6	0.6	0.0	0.5	0.1
thrombin 1536	-1	-7	-2	-2	3	6

Profiles as entered above. Order of values: m-calpain inh	KCC2 mod	EBV gp42 block	TbHK1 inh	Furin inhibitor	PPC-1+TRAIL kill	TRPN1 ag	TRPML3 agonist	thrombin 1536
Cc1cc(C)n2nc(C(=O)Nc3ccc(S(=O)(=O)N4CCCCC4)cc3)nc2n1 as listed: 4	0.053	9	-5	-23[20 µM]	26	1.1	0.5	3
CCS(=O)(=O)NCc1cn2c(C)csc2n1 as listed: -34	0.28	1	-1	-9	9	0.8	0.1	6

Carrying on:
7	CCC(C(=O)OCC(=O)Nc1cccc(S(=O)(=O)NC2=NCCCCC2)c1)c1ccccc1 (centres undefined)
8	O=C(/C=C/Sc1ncn[nH]1)c1ccc(Cl)cc1
9	CCOc1cc(C2/C(=C(/O)c3ccc(OC)cc3)C(=O)C(=O)N2CC2CCCO2)ccc1O (centres undefined)
10	COC(=O)CSc1nnc(-c2ccc(S(=O)(=O)N3CCC(C)CC3)cc2)o1
11	COc1ccc(/C=C/c2nnc(NC(=O)CSc3ccc(C)cc3)s2)cc1
12	COc1ccc2c(c1)nc(SCC(=O)C(C)(C)C)n2C

assay / compound	7	8	9	10	11	12
m-calpain inh	-12	10	20	-11	-53	7
KCC2 mod	·	·	·	0.77	0.15	-1.4
EBV gp42 block	-1	-1	-19	-6	-5	-17
TbHK1 inh	-3	-25	-33	-4	-30	-1
Furin inhibitor	-15	-18[20 µM]	-6	-19	-26	-21[20 µM]
PPC-1+TRAIL kill	2	17	-2	-13	13	10
TRPN1 ag	1.1	1.5	0.2	-0.6	1.9	-3.3
TRPML3 agonist	1.0	1.9	0.6	0.6	0.7	-0.4
thrombin 1536	-1	4	-8	0	3	-5

13	CCn1c(SCC(=O)Nc2cccc(C)n2)nnc1-c1ccco1
14	NNS(=O)(=O)c1ccc(Cc2ncc(C(F)(F)F)cc2Cl)s1
15	COc1cccc(/C=C2\SC(=S)N(C(C(=O)O)c3ccccc3)C2=O)c1OC (centres undefined)
16	O=C(Oc1c(-c2ccccc2)c(=O)n2c3c(cccc13)CC2)c1ccc(Cl)cc1
17	S=c1[nH]ncn1/N=C/c1cccc(Oc2ccccc2)c1
18	Cc1ccc(CN2CCN(/N=C/c3ccc(C(F)(F)F)cc3)CC2)c(C)c1

assay / compound	13	14	15	16	17	18
m-calpain inh	-5	-18	35	0	28	16
KCC2 mod	0.23	0.68	-3.1	0.17	·	1.4
EBV gp42 block	-24	-18	-7	-9	0	-11
TbHK1 inh	-1	8	-29	34	-5	-1
Furin inhibitor	-12	-8[20 µM]	-6	10	-14[20 µM]	-20
PPC-1+TRAIL kill	-12	-9	6	18	7	29
TRPN1 ag	-0.4	-1.0	0.0	0.8	-2.6	1.1
TRPML3 agonist	0.7	0.1	0.8	0.5	-0.3	0.4
thrombin 1536	1	0	1	-4	4	-7

19	CCOC(=O)C1=C(c2ccccc2)N=C2SCC(=O)N2C1c1cccc(OC)c1 (centres undefined)
20	Cc1cc(C)c2c(C)c(C(=O)NCc3ccncc3)oc2c1
21	Cc1ccc(CC(CC(=O)NCCc2ccc3c(c2)OCO3)C(=O)O)cc1 (centres undefined)
22	CC(C)OCCCN(CC(O)c1ccccc1)CC(O)c1ccccc1 (centres undefined)
23	CCCOc1ccc(/C(O)=C2/C(=O)C(=O)N(CCOC)C2c2cccnc2)cc1 (centres undefined)
24	CCCCOC(=O)CCc1n[nH]c(=O)[nH]c1=O

assay / compound	19	20	21	22	23	24
m-calpain inh	12	-31	-1	9	31	-4
KCC2 mod	-0.98	-0.083	-1.9	-0.03	·	-0.048
EBV gp42 block	-13	-2	-19	-24	-18	3
TbHK1 inh	18	-4	2	0	-37	3
Furin inhibitor	-12[20 µM]	-20[20 µM]	-8[20 µM]	-19	-5	-16
PPC-1+TRAIL kill	19	8	8	32	27	1
TRPN1 ag	-1.1	0.1	0.7	-0.8	0.5	-0.7
TRPML3 agonist	-0.6	-0.7	1.0	0.0	0.5	0.2
thrombin 1536	2	-3	0	-2	1	-3

2 compounds from above, reduced to thrombin 1536, TRPN1 ag and TRPML3 agonist.
No. | compound | thrombin 1536 | TRPN1 ag | TRPML3 agonist
6 | CCS(=O)(=O)NCc1cn2c(C)csc2n1 | 6 | 0.8 | 0.1
7 | CCC(C(=O)OCC(=O)Nc1cccc(S(=O)(=O)NC2=NCCCCC2)c1)c1ccccc1 (centres undefined) | -1 | 1.1 | 1.0

The results go on:
25	O=S1(=O)CCN(OCc2ccc(F)cc2Cl)CC1
26	CCCCOc1ccc(C(=O)Nc2ccncc2)cc1
27	CCc1nnc(NC(=O)CN2CCN(c3ccc(Cl)cc3)CC2)s1
28	C=CCNC(=O)CC1Nc2c3ccccc3nc(=S)n2C1=O (centres undefined)
29	CCN(CC)C(=O)Cn1cc(C(=O)C(=O)NCc2ccco2)c2ccccc21
30	COC(=O)C(Cc1ccccc1)NC(=O)c1cccc(S(=O)(=O)N(C)C)c1 (centres undefined)

assay / compound	25	26	27	28	29	30
m-calpain inh	3	-19	·	-21	21	-23
KCC2 mod	1.2	0.34	-0.015	0.87	-0.41	-1.2
EBV gp42 block	-9	-3	·	0	-6	-9
TbHK1 inh	-5	0	4	-7	7	-1
Furin inhibitor	-29	-22[20 µM]	-11[20 µM]	-16	-7	-11
PPC-1+TRAIL kill	13	20	·	18	17	-31
TRPN1 ag	-0.4	5.6	-0.6	0.6	0.5	2.0
TRPML3 agonist	0.3	3.2	0.6	-0.1	-0.5	-1.9
thrombin 1536	-16	0	·	-18	-5	-11

31	Cc1ccccc1NC(=O)NCCCN1CCN(c2ccccc2)CC1
32	COc1ccc(OCC(=O)Nc2nonc2NC(=O)COc2ccc(OC)cc2)cc1
33	COc1ccc(NC(=O)Cn2c(=O)n(CC(=O)NCc3ccco3)c(=O)c3ccccc32)cc1OC
34	CCCC(C)c1nnc(NC(=O)CS(=O)(=O)Cc2ccccc2)s1 (centres undefined)
35	Cc1ccc(C(=O)Nc2nnc(-c3ccc(C(C)(C)C)cc3)s2)cc1
36	COC(=O)c1sc(=S)sc1C(=O)OC

assay / compound	31	32	33	34	35	36
m-calpain inh	3	-19	-34	-10	3	18
KCC2 mod	0.53	-0.098	·	-0.79	·	0.03
EBV gp42 block	3	7	-12	-3	6	-11
TbHK1 inh	5	-4	3	3	-23	-6
Furin inhibitor	-10[20 µM]	-26	-21[20 µM]	-23[20 µM]	-18	-14
PPC-1+TRAIL kill	16	-4	0	4	5	0
TRPN1 ag	-0.3	2.1	1.2	0.9	0.8	-0.2
TRPML3 agonist	0.6	1.2	1.1	0.4	0.7	0.7
thrombin 1536	2	3	4	4	1	1

37	Cc1occc1-c1nnc(SCC(=O)NCC2CCCO2)n1C (centres undefined)
38	CCOC(=O)C1(Cc2ccccc2C)CCCN(C(=O)c2ccnn2C)C1 (centres undefined)
39	Cc1cccc(C)c1-n1nnnc1C1(Nc2ccccc2)CCCCC1
40	O=C(COC(=O)CCc1ccc(S(=O)(=O)N2CCOCC2)cc1)NCc1ccc(Cl)cc1
41	CCCc1nc(N2CCN(C)CC2)c2sc(=S)n(-c3ccccc3)c2n1
42	O=C1CCC(=O)N1CCCCCc1nc(-c2ccccc2)no1

assay / compound	37	38	39	40	41	42
m-calpain inh	-55	11	33	31	-32	-24
KCC2 mod	0.38	1.1	-1.7	-1.2	0.028	-0.59
EBV gp42 block	-9	-4	-11	-3	4	-23
TbHK1 inh	3	1	2	2	-23	3
Furin inhibitor	-31[20 µM]	-25	-3[20 µM]	-17	-5	-11[20 µM]
PPC-1+TRAIL kill	10	11	12	8	8	20
TRPN1 ag	-0.6	0.6	-1.4	4.5	0.2	3.5
TRPML3 agonist	0.4	0.6	0.1	2.8	0.1	0.5
thrombin 1536	3	-6	-1	-6	-3	-2

43	O=C(O)C(=O)/C(=C\c1cccc2ccccc12)c1ccc2ccccc2n1
44	CCCNC(=O)Cn1nc([N+](=O)[O-])c([N+](=O)[O-])c1C
45	CC1CCCC(NC(=S)NC(=O)c2cncc(Br)c2)C1C (centres undefined)
46	COCCn1c(-c2cccc(Br)c2)nc2c(c(=O)c3ccccc3n2C)c1=O
47	Cc1ccc(Cl)cc1NC(=S)N(CCN(C)C)Cc1cccs1
48	C=CCn1c(SCC(=O)c2c(N)n(C)c(=O)n(C)c2=O)nnc1-c1ccncc1

assay / compound	43	44	45	46	47	48
m-calpain inh	-193	-6	37	-2	-13	-29
KCC2 mod	·	-0.35	51*	-3	-0.51	-0.17
EBV gp42 block	-22	-2	-5	2	-3	-12
TbHK1 inh	-8	15	34	-21	-12	-13
Furin inhibitor	-17[20 µM]	-17	-4	-9	-28	-20
PPC-1+TRAIL kill	-13	1	-10	-9	9	-2
TRPN1 ag	1.1	0.8	-0.9	-0.7	-0.4	0.2
TRPML3 agonist	1.1	0.6	0.7	-1.0	0.7	0.7
thrombin 1536	1	-5	-7	4	-2	0

49	CCOc1cc(CN2CCCC(C(=O)c3cccc(C(F)(F)F)c3)C2)ccc1O (centres undefined)
50	COCc1cc(C)nc(OCC(=O)N/N=C/c2ccc(-c3cccc([N+](=O)[O-])c3)o2)c1C#N
51	Cc1noc(C)c1S(=O)(=O)N1CCCC(C(=O)NC2CCCCC2)C1 (centres undefined)
52	CN1CCN(c2ccc(NC(=O)c3ccc(C#N)cc3F)cc2Cl)CC1
53	O=C(O)CNC(=O)CC1S/C(=N/N=C2\CSC(=O)N2)NC1=O (centres undefined)
54	CCOC(=O)C1(Cc2ccccc2Cl)CCN(S(C)(=O)=O)CC1
55	O=C(CS(=O)(=O)c1ccccc1)Nc1ccc(S(=O)(=O)Nc2ccccn2)cc1
56	O=C(CN1CCOc2ccccc21)N1CCCC1

assay / compound	49	50	51	52	53	54	55	56
m-calpain inh	-6	-13	-15	11	35	0	-70	-14
KCC2 mod	-0.037	-0.85	·	1.8	-0.028	-1.1	-0.51	0.33
EBV gp42 block	-14	-16	-18	-5	-9	-6	-4	-15
TbHK1 inh	8	-13	-3	-14	7	-6	-5	2
Furin inhibitor	-27	-11[20 µM]	-18[20 µM]	-18	-5	-18	-34	-16
PPC-1+TRAIL kill	19	11	26	28	-2	-4	-12	-26
TRPN1 ag	2.6	-2.0	-0.8	0.8	1.0	0.1	2.1	-1.1
TRPML3 agonist	0.8	-0.6	0.9	1.2	0.3	-0.1	1.2	0.9
thrombin 1536	-3	0	-6	-5	7	-4	-6	2
